High-throughput results from PubChem.
BLM inh: blocks DNA unwinding by human BLM helicase | recombinant BLM DNA unwinding, fluorescence dequenching | Potency, µM (highest dose often 56.1 µM), inactives show top-dose activity change, negative = inhibition, most hits filed as inhibitors | actives 0.2% (n = 350,000) | AID 2528;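 note: potency is the fitted concentration of half-maximal effect; plate controls were vehicle for no effect and no enzyme for full effect; nearly all actives have a fitted effect of over 35% in size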
Pol kappa inh: inhibitors of human DNA polymerase kappa; Q9UBT6; actives 0.53% (n = 400,000); Potency, µM (series often up to 107 µM), without a hit: at the highest dose activity, negative = inhibition, most hits filed as inhibitors; purified Pol kappa, fluorescent DNA synthesis assay, 10 min; note: potency is the fitted concentration of half-maximal effect; % is set by controls: 0 for no effect and ±100 for the full control effect
Target sequence (Q9UBT6 whole entry, looked up): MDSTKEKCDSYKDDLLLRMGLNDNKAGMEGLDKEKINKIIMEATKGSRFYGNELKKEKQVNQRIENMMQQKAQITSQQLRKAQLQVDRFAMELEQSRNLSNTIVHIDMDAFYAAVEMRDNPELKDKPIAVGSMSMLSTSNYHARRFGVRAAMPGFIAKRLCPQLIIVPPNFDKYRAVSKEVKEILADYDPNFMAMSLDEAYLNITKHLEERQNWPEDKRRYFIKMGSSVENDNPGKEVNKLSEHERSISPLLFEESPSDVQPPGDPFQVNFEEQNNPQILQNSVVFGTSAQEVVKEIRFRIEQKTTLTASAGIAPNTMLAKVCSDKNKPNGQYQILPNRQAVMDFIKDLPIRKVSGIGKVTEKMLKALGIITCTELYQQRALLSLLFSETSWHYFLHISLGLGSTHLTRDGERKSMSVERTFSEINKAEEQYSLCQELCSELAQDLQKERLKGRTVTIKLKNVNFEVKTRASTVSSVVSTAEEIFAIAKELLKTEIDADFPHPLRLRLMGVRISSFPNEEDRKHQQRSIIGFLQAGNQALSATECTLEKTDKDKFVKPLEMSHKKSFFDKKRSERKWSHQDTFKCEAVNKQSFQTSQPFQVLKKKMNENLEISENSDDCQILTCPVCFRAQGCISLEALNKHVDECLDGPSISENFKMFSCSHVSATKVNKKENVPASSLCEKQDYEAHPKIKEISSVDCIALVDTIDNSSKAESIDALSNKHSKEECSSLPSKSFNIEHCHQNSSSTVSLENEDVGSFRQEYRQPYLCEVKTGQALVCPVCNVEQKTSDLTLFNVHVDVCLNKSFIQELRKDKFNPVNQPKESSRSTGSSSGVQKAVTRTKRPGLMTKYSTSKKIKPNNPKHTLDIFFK
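10 nM Pol kappa was preincubated with compounds for 15 min at room temperature. Reaction started with 50 nM (final) substrate. Fluorescence read kinetically at 0 and 10 min.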
POLH inh: blocks human DNA polymerase eta activity | recombinant Pol eta, fluorescent DNA replication assay | actives 1.2% (n = 390,000) | Potency, µM (series often up to 114 µM), for the others: top-dose activity change, negative = inhibition, actives largely listed as inhibitors; note: potency is the fitted concentration of half-maximal effect; % is set by controls: 0 for no effect and ±100 for the full control effect
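Pol eta at 10 nM preincubated with compounds 15 min at room temperature; reaction started with fluorescent substrate (50 nM final) and read kinetically at 0 and 10 min.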
POLI inh: blocks human DNA polymerase iota activity; Pol iota fluorescent replication assay, 10 min; Potency, µM (highest dose often 115 µM), for inactives: at the top dose activity, negative = inhibition, usual class: inhibitors; actives 1% (n = 390,000); AID 588590; note: potency is the fitted concentration of half-maximal effect
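Pol iota at 10 nM preincubated 15 min with compounds at room temperature; reaction started with fluorescent substrate, 50 nM final. Fluorescence read kinetically at 0 and 10 min; buffer-only wells as negative control.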
LDHA block: blocks human lactate dehydrogenase A | actives 0.15% (n = 480,000) | P00338 | AID 1347041 | purified LDHA, NADH/diaphorase-resazurin fluorescence; stronger effect = lower value | activity change, % (values are at about 110 or 230 µM); in the data active = activity change below about -30%; inconclusive = mostly about -25% to -30%;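 note: plate controls were DMSO wells for no effect and wells without enzyme for full effect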
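LDH5 2 nM; NADH 0.06 mM, pyruvate 0.2 mM; 200 mM Tris pH 7.4, EDTA, Tween-20; 5 min RT. Detection: diaphorase 0.133 mg/mL + resazurin 37 µM, fluorescence ex540/em590 at 0 and 20 min; normalized to enzyme-free and DMSO wells.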
Glioma ERSR ind: ER stress response induction in glioma | AID 602332 | Potency, µM, for inactives: top-dose activation, usual class: activators | actives 0.02% (n = 420,000) | U87-MG GRP78 promoter luciferase reporter, 16 h; note: potency is the fitted concentration of half-maximal effect; series mostly up to about 76 µM; % of control where 0% means no effect; nearly all actives have a fitted effect of over 35% in size
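Stably transfected U87-MG glioma cells carrying a GRP78-based luciferase sensor; 16 h compound incubation. Luminescence end-point read 10 min after Bright-Glo addition at room temperature.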
Anesthetic bind: candidate novel general anesthetic via apoferritin binding; apoferritin/1-aminoanthracene competitive binding, fluorescence; P02791; actives 0.074% (n = 350,000); Potency, µM (top dose mostly 77.5 µM), for inactives: at the top dose activity change, negative = displacement, most hits filed as inhibitors; note: potency is the fitted concentration of half-maximal effect; % is set by controls: 0 for no effect and ±100 for the full control effect; nearly all actives have a fitted effect of over 20% in size
Target sequence (P02791 2-175 limits assumed): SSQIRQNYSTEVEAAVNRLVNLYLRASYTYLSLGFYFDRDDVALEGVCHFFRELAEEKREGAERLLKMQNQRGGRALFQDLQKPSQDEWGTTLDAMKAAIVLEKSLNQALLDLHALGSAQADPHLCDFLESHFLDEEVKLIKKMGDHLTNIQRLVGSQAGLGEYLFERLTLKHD
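Horse-spleen apoferritin (10 uM) in 50% saturated 1-aminoanthracene in PBS was incubated 10 min at room temperature with compound. Fluorescence (ex 380, em 535 nm) was normalized to free and bound 1-AMA, with concentration-response fitted by a four-parameter Hill equation.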
POLB inh: inhibitors of human DNA polymerase beta; P06746; Pol beta primer extension/strand displacement, fluorescence kinetic; actives 1.3% (n = 340,000); Potency, µM (titrated, usually from 114 µM), for the others: at the highest dose activity change, negative = inhibition, actives largely listed as inhibitors; note: potency is the fitted concentration of half-maximal effect; % is set by controls: 0 for no effect and ±100 for the full control effect
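Reaction started by 50 nM substrate onto compound-treated Pol beta (10 nM, 15 min preincubation, room temperature); plates read at 0 min and 10 min. Normalized concentration-effect data fitted by four-parameter Hill equation.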
APEX1 inh: APE1 (human) endonuclease inhibition; AID 2517; actives 0.35% (n = 350,000); recombinant APE1, TAMRA/BHQ-2 abasic DNA cleavage fluorescence; Potency, µM (titrated, usually from 65.8 µM), without a hit: at the top dose activity change, negative = inhibition, usual class: inhibitors;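 note: potency is the fitted concentration of half-maximal effect; plate controls were vehicle for no effect and reference inhibitor for full effect; nearly all actives have a fitted effect of over 55% in size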
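APE1 at 0.75 nM final was preincubated with compound 15 min at room temperature, then 50 nM double-stranded THF abasic-site substrate (5'-TAMRA/3'-BHQ-2) was added. Fluorescence (ex 525/em 598 nm) was read kinetically; third-minus-first read gave activity.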
Starred values were filed as active, the others as inactive; u = inconclusive; x = no result given; & = joins results of further samples; [ ] = dose if it differs, or a comment. Unless noted, calls come from the whole dose curve; as a rule, active = well fitted curve in the direction sought with a large enough effect; inconclusive = small, poorly fitted or top-dose-only effect, or another doubt; inactive = no such curve, though single readings can be large; an effect the other way counts as inactive or inconclusive. This is a subset. The share of hits here may be higher or lower than overall.

SMILES	BLM inh	Pol kappa inh	POLH inh	POLI inh	LDHA block	Glioma ERSR ind	Anesthetic bind	POLB inh	APEX1 inh
Cc1ccc(Cn2c(SCC(=O)Nc3cccc(C)n3)nc3c2c(=O)n(C)c(=O)n3C)cc1	-5%	x	x	x	x	x	-12%	14%	13%
CCSc1nnc(NC(=O)C2CC(=O)N(Cc3ccc(C)cc3)C2)s1 (centres undefined)	2%	-1%	-9%	33%[activator]	1	-2%	-23%	33%[activator]	10%
C/C(Cn1cnc([N+](=O)[O-])n1)=N/NC(=O)COc1ccccc1Cl	7%	-8%	-10%	65%[activator]	-1	-1%	-19%	22%	2%
C=CCNC(=O)c1onc(CSc2cc(C)cc(C)c2)c1C(=O)NCC=C	-9%	-5%	-11%	10%	0	-3%	9%	-2%	5%
C/C(=N\NC(=O)COc1ccc(C)cc1C(C)C)c1ccc(-n2ccnc2)cc1	0%	-6%	-12%	17%	-4	5%	u	23%	32%[activator]
O=[N+]([O-])c1cc(C(F)(F)F)ccc1NCCCN1CCOCC1	-3%	-8%	-17%	112%[activator]	-3	2%	-14%	43%	-4%
CCCN1CCc2nc(N3CCN(C)CC3)ncc2C1	5%	-15%[60.1 µM]	-12%	6%	1	-4%	5%	-20%	x
COc1cc(OC)cc(C(=O)OCC(=O)N(C)c2ccccc2)c1	-1%	-1%	1%	-6%	-11	-2%	-5%	6%	5%
N#Cc1ccccc1/C=N/Nc1nc(-c2ccccc2)c2cc(Cl)ccc2n1	-6%	1%	u	59%[activator]	-3	-3%	-7%	u	-3%
Cc1ccc(S(=O)(=O)N(CC(=O)Nc2cccnc2)c2cccc([N+](=O)[O-])c2)cc1	-7%	-21%	-14%	4%	-6	-2%	-17%	-14%	-6%
CCN(C[C@H]1N[C@@](CC)(C(=O)OC)[C@H]2C(=O)N(C)C(=O)[C@@H]12)S(=O)(=O)c1ccc(C)cc1	x	-5%	-6%	u	-3	-2%	x	x	11%
CC[C@H](C)[C@H](N)C(=O)N[C@@H](CCCNC(=N)N)C(=O)N[C@@H](CCC(N)=O)C(=O)NCC(=O)N1CCC[C@H]1C(=O)N[C@@H](CCCCN)C(=O)N[C@@H](CCC(=O)O)C(=O)N1CCC[C@H]1C(=O)N[C@@H](Cc1ccccc1)C(=O)N[C@@H](CCCNC(=N)N)C(=O)N[C@@H](CC(=O)O)C(=O)N[C@@H](Cc1ccc(O)cc1)C(=O)N[C@H](C(=O)N[C@@H](CC(=O)O)C(=O)N[C@@H](CCCNC(=N)N)C(=O)N[C@@H](Cc1ccccc1)C(=O)N[C@@H](Cc1ccc(O)cc1)C(=O)N[C@@H](CCCCN)C(=O)N[C@H](C(=O)N[C@@H](CC(C)C)C(=O)O)[C@@H](C)O)C(C)C	0%	16%[60.1 µM]	x	x	x	-3%	0%	x	2%
Cc1ccc(S(=O)(=O)Nc2ccc(SC(F)F)cc2)c(C)c1	-11%	-10%	-30%	1%	4	-2%	u	13%	2%
CCC1CCC/C1=N\NC(=O)c1cc(C)[nH]n1 (centres undefined)	-8%	4%[60.1 µM]	-8%	23%	-2	2%	u	-3%	1%
CCOc1ccc(NC(=O)c2c(NC(=O)c3ccccc3F)sc3c2CCC3)cc1	-2%	-11%	-23%	-9%	-5	-2%	4%	1%	x
CC(C)(C)NC(=O)C(=O)NNC(=O)c1ccccc1Br	-3%	-16%	-21%	56%[activator]	-5	-3%	-8%	-14%	-2%
O=C(OC(C(=O)NCc1cccs1)c1ccccn1)c1cccs1 (centres undefined)	-2%	-6%	-10%	18%	-5	-3%	-5%	4%	-5%
Cc1cccc2nc(CSc3nc4[nH]ncc4c(=O)n3-c3ccccc3Cl)cc(=O)n12	-3%	-22%	u	-9%	-1	-3%	u	-21%	1%
C=CCn1c(N2CCOCC2)nc2c1c(=O)[nH]c(=O)n2C	-3%	3%	-14%	105%[activator]	-5&-1	-2%	-5%	21%	0%
CO/N=C/c1ccc(Sc2ccc(C)cc2)c([N+](=O)[O-])c1	2%	-12%	-13%	-3%	-2	-1%	-9%	-4%	2%

2 of these compounds in another layout:
C=CCn1c(N2CCOCC2)nc2c1c(=O)[nH]c(=O)n2C
  BLM inh = -3%
  Pol kappa inh = 3%
  POLH inh = -14%
  POLI inh = 105%[activator]
  LDHA block = -5&-1
  Glioma ERSR ind = -2%
  Anesthetic bind = -5%
  POLB inh = 21%
  APEX1 inh = 0%

CO/N=C/c1ccc(Sc2ccc(C)cc2)c([N+](=O)[O-])c1
  BLM inh = 2%
  Pol kappa inh = -12%
  POLH inh = -13%
  POLI inh = -3%
  LDHA block = -2
  Glioma ERSR ind = -1%
  Anesthetic bind = -9%
  POLB inh = -4%
  APEX1 inh = 2%

Next part:
SMILES	BLM inh	Pol kappa inh	POLH inh	POLI inh	LDHA block	Glioma ERSR ind	Anesthetic bind	POLB inh	APEX1 inh
O=C(CN1C(=O)C2CCCCC2C1=O)N1CCN(c2ccc(F)cc2)CC1 (centres undefined)	-1%	-17%	4%	19%	-1	3%	-9%	9%	10%
COC(=O)C(CC(C)C)NC(=O)c1cccs1 (centres undefined)	-2%	-6%	-14%	122%[activator]	4	-3%	4%	-1%	-4%
COc1ccc(C(C(=O)NCc2ccccc2)N(C(=O)Cn2nnc3ccccc32)c2cccc(OC)c2)cc1 (centres undefined)	-2%	17%	1%	-1%	-9	-1%	-10%	10%	x
O=C1CCC(C(=O)N(CCO)Cc2ccccc2)CN1CC1CCCCC1 (centres undefined)	-5%	-8%	-3%	9%	-2	-5%	-5%	30%	19%
CC1CCN(S(=O)(=O)c2cc(C(=O)NCc3ccc(F)cc3)n(C)c2)CC1	-8%	-1%[60.1 µM]	-12%	-10%	-4	-2%	4%	31%[activator]	x
COCCCN1C(=O)C(O)=C(C(=O)c2ccc(C)o2)C1c1cccc(Br)c1 (centres undefined)	-2%	-3%	3%	-2%	9	-2%	u	2%	-3%
COC(=O)c1sccc1NC(=O)c1ccccc1	-2%	-4%	-4%	7%	-3	-2%	-23%	-1%	-2%
COCCn1c(SCC(=O)c2c[nH]c3ccccc23)nnc1-c1ccncc1	1%	-7%	-8%	78%[activator]	-3	-1%	-4%	0%	3%
Cc1ccccc1-c1cccc(CN2CCN(C)C(CCO)C2)c1 (centres undefined)	-4%	6%	-26%	23%	0	0%	-4%	26%	-1%
COc1ccc(-c2nc(N3CCN(S(=O)(=O)c4ccc(F)cc4)CC3)c3ccccc3n2)cc1	x	8%	x	-2%	2	1%	x	x	x
N#Cc1ccc(CSc2nc3c(c(=O)[nH]2)CCCC3)cc1	3%	7%	x	22%	4	x	-15%	14%	x
COC(=O)C1=C(c2ccccc2)c2ccccc2S(=O)(=O)N1CC(=O)Nc1cc(C)ccc1C	-11%	3%	-13%	19%	3	-1%	u	-27%	x
CCNc1nc(NC(C)(C)C)nc(N2CCCC2)n1	1%	-6%	-12%	30%	-4	-2%	-1%	16%	9%
COC(=O)c1ccc(NC(=O)C2CC2)o1	-3%	-1%	-22%	15%	0	1%	-4%	21%	18%
CCN(C(=O)c1cccnc1)c1ccccc1	-6%	-16%	5%	12%	-5	-3%	-5%	-1%	4%
CN(C)CCCN=Cc1c(O)n(Cc2ccccc2)c(=O)c2ccccc12	0%	-9%	-6%	32%[activator]	1	-7%	8%	5%	6%
COc1ccc(NC(=S)NC(=O)c2cncc(Br)c2)c(OC)c1	0%	-6%	-24%	137%[activator]	-4	-7%	-5%	55%	-5%
Cc1ccc(Nc2ncc(C(=O)N3CCN(c4ccc(F)cc4)CC3)c3ccccc23)cc1Cl	-12%	0%	-11%	-9%	6	-1%	348%[activator]	20%	x
CSc1cccc(NC(=O)CSc2ccc(Cl)cc2)c1	-13%	-11%	-4%	-2%	-7	-2%	-5%	2%	-2%
COc1ccc(-c2cc(C(=O)Nc3ccc(Cl)cc3Cl)c3ccccc3n2)cc1OC	1%	2%	-11%	-1%	-7	-1%	-8%	-11%	-2%
O=C(/C=C/c1ccc(Cl)cc1)N1CCOCC1	1%	-14%	3%	u	-12	7%	0%	10%	8%
CCCCn1c(N)c(N(C)C(=O)c2c(C)nn(-c3ccccc3)c2C)c(=O)[nH]c1=O	x	-1%	2%	26%	-2	-3%	x	x	36%
NNC(=O)c1cc2ccccc2[nH]1	-3%	0%	-4%	14%	-12	-6%	u	4%	0%
Fc1cccc(/C=N/NC(=S)Nc2ccccc2Cl)c1	3%	-15%	-22%	u	-1	6%	-1%	22%	-2%
Nc1ccn(CC(=O)N[C@H](CO)Cc2c[nH]c3ccccc23)c(=O)n1	x	11%	-15%	8%	-5	-4%	x	x	10%
COCC(=O)N1CCC[C@@]2(CCN(C(=O)Nc3cccc(F)c3)C2)C1	-5%	6%[60.1 µM]	x	x	x	1%	x	x	0%
O=C([C@H](O)c1ccccc1)N1CCC[C@H]1CO	-13%	2%	-14%	169%[activator]	-10	-3%	5%	42%	20%
CC(=O)c1c(C)oc2ccc(NS(=O)(=O)c3ccc(O)c(C(=O)O)c3)cc12	1%	-29%	25µM*	u	-4	1%	-17%	u	-4%
CN(C)c1ccc(/C=C2/C=C(c3ccc4c(c3)CCCC4)OC2=O)cc1	-4%	-1%	-16%	11%	3	-5%	-7%	-1%	-7%
COc1ccc(S(=O)(=O)N2CCN(C(c3ccccc3)c3ccccc3)CC2)cc1NC(C)=O	-1%	-3%	-4%	-26%	-21	-4%	-1%	30%	9%
CCS(=O)(=O)c1ccc2oc(SCC(=O)NCCc3ccc(OC)cc3)nc2c1	1%	1%	-2%	-10%	-1	-2%	-9%	-13%	0%
CCN1CCN(Cc2ccc(NC(=O)Nc3ccc(OC)cc3)cc2)CC1	-2%	-3%	-14%	10%	-5	-1%	9%	19%	8%
Cc1ccc(SCCNC(=O)CN2C(=O)c3ccccc3S2(=O)=O)cc1	-5%	-6%	-13%	25%	-4	3%	u	2%	-6%
